Nrf2 activator: qHTS of Nrf2 Activators. 410,000 tested, 0.31% active. AID 624171, 2012. AREc32 ARE-luciferase reporter (MCF7-derived line), luminescence, 24 h. Potency, µM (highest dose often 46.1 µM), for inactives: at the top dose activation, most hits filed as activators; also: potency is read from the fitted curve at half-maximal effect; % of control where 0% means no effect; nearly all actives have a fitted effect of over 65% in size
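Reporter line AREc32 (ARE-Fluc), seeded overnight in OPTI-MEM with 5% FBS; compound pin-transferred, 24 hr at 37 deg C, 5% CO2; luminescent read-out.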
ATXN viability: Viability Counterscreen for Primary qHTS for Inhibitors of ATXN expression; S2 cells (HEK-293 line with an ATXN2-luciferase reporter) viability, CellTiter-Fluor protease fluorescence, 24 h; Potency, µM (titrated, usually from 56.7 µM), most hits filed as cytotoxic; 400,000 tested, 0.49% active; also: potency is read from the fitted curve at half-maximal effect; nearly all actives have a fitted effect of over 40% in size
IL2 activator: qHTS of IL-2 Activators; IL-2 activation reporter assay, cell-based qHTS; stimulated with anti-CD3/CD4/CD28 beads; in transgenic mouse T cells; activation, % (series mostly up to about 46 µM); 360,000 tested, 0.065% active; in the data active = activation above about 50%; inconclusive = mostly about 30% to 49%; also: 0% is about no effect
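EGFP and DsRed fluorescence is measured by plate cytometry in unstimulated transgenic mouse T cells exposed to compound for 60 minutes, then stimulated 18 hours at 37 degrees C with anti-CD3/anti-CD4 beads plus anti-CD28.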
TGFb inhibitor: qHTS for Inhibitors of TGF-b; Potency, µM (series often up to 46.1 µM), for inactives: top-dose activity, negative = inhibition, actives largely listed as inhibitors; 410,000 tested, 1.2% active; AID 588855, 2011; HepG2 CAGA-GFP TGF-b/SMAD3 reporter, GFP fluorescence, 18 h; TGF-beta stimulated, 500 pg/mL final; also: potency is read from the fitted curve at half-maximal effect; % is scaled to controls: 0 for no effect and ±100 for the full control effect; nearly all actives have a fitted effect of over 65% in size
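GFP signal (ex488/em500-530) from TGF-beta-stimulated HEPG2 CAGA-GFP cells, 500 pg/mL final, 18 h at 37 degrees C in DMEM plus 1% FBS, normalized to unstimulated and DMSO-stimulated controls.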
Nrf2 block: Nrf2 qHTS screen for inhibitors. A549 ARE-Fluc reporter, luciferase luminescence, 18-24 h. Potency, µM (highest dose often 46 µM), for inactives: at the top dose activity change, negative = inhibition, most hits filed as inhibitors. 360,000 tested, 2.1% active; also: potency is read from the fitted curve at half-maximal effect; % is scaled to controls: 0 for no effect and ±100 for the full control effect; nearly all actives have a fitted effect of over 60% in size
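Two sequential reads on A549 ARE_Fluc cells exposed to compound for 18-24 h: a CellTiter-Fluor fluorescence read for viability, then a luciferase luminescence read for Nrf2/ARE activity.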
HepG2 tox: qHTS for Inhibitors of TGF-b: Cytotox Counterscreen | HepG2 CAGA-GFP viability, ATP luminescence, 18 h | Potency, µM (doses to about 46.1 µM), without a hit: top-dose activity change, negative = cytotoxicity, most hits filed as cytotoxic | 410,000 tested, 0.76% active; also: potency is read from the fitted curve at half-maximal effect; some results filed as inactive show a strong effect at the top dose
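CellTiter-Glo luminescence gave cytotoxicity after 18 hours at 37 degrees C. The cells were HepG2 CAGA-GFP in 1% FBS DMEM, stimulated with 500 pg/mL TGF-beta after compound addition. %Activity was normalised to no-cell wells (complete cell-killing) and DMSO (no toxicity), and curves were fitted and classified.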
ATXN2 expr inh: Primary qHTS for Inhibitors of ATXN expression. 360,000 tested, 0.72% active. HEK-293 ATXN2-luciferase reporter, luminescence, 24 h. Potency, µM (doses to about 57 µM), for inactives: at the top dose activity change, negative = inhibition, hits mostly inhibitors; also: potency is read from the fitted curve at half-maximal effect; % is scaled to controls: 0 for no effect and ±100 for the full control effect; nearly all actives have a fitted effect of over 55% in size
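qHTS (up to 57 uM final) was run with 24 h compound exposure of reporter cells at 37 °C. Each well was multiplexed: SteadyGlo luminescence measured ATXN2-luciferase expression after a fluorogenic Gly-Phe-AFC viability readout (25 uM final).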
EPAC2 ag: qHTS for Agonist of cAMP-regulated guanine nucleotide exchange factor 4 (EPAC2): primary screen | EPAC2 activation, biochemical qHTS; response scale: 100% = 6.5 mM cAMP response | Rap guanine nucleotide exchange factor 4 (Homo sapiens), Q8WZA2 | Potency, µM (doses to about 154 µM), for the others: at the top dose activation, usual class: activators | 360,000 tested, 0.079% active | AID 720711, 2013; also: potency is read from the fitted curve at half-maximal effect; nearly all actives have a fitted effect of over 50% in size
Target sequence (Q8WZA2 whole entry, looked up): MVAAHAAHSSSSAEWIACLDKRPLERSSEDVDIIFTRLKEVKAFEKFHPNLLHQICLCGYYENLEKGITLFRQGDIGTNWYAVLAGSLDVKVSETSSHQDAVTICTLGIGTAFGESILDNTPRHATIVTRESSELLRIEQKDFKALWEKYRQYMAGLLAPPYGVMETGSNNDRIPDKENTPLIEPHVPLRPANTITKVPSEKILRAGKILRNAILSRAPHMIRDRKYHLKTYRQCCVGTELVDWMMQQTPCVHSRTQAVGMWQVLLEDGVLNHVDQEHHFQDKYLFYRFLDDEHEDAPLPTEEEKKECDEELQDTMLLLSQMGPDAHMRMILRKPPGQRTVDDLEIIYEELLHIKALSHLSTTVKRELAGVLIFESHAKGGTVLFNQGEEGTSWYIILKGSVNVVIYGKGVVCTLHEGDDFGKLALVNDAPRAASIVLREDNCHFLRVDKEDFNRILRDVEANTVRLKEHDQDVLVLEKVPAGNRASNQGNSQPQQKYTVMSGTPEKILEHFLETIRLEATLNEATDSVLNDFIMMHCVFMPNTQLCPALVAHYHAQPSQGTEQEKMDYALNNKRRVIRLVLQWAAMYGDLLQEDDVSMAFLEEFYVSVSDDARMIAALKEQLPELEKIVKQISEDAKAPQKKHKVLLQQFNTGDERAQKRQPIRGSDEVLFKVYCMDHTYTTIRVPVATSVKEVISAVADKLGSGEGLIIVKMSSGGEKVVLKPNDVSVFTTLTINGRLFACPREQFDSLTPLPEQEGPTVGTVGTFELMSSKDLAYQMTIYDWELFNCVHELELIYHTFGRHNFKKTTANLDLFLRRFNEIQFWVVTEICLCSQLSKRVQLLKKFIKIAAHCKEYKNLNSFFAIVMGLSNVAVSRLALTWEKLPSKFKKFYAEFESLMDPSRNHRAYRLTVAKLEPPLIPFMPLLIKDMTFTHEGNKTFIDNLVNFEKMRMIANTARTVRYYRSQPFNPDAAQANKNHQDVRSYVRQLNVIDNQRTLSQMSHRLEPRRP
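EPAC2 (100 nM) mixed with Rap1B loaded with BODIPY-GDP (250 nM) plus 50 uM unlabeled GDP; compounds pinned in, 5 min RT, then read every 5 min for 30 min (ex 480, em 540 nm). Normalized to cAMP control.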
A549 tox: Nrf2 qHTS screen for inhibitors: counterscreen for cytotoxicity | A549 ARE-Fluc cells, CellTiter-Fluor viability, 18-24 h | Potency, µM (top dose mostly 46 µM), for the others: at the top dose activity change, negative = cytotoxicity, actives largely listed as inhibitors | 390,000 tested, 0.16% active | AID 504648, 2011; also: potency is read from the fitted curve at half-maximal effect; % is scaled to controls: 0 for no effect and ±100 for the full control effect
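Cytotoxicity counterscreen: CellTiter-Fluor fluorescence was measured in A549 ARE_Fluc cells after 18-24 h of compound exposure in a concentration series. The subsequent BugLite luminescent read reports ARE-luciferase activity.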
Numbers without * were called inactive; i = inactive; ? = inconclusive; nt = not tested or not shown. Unless noted, calls follow the shape of the dose curve; as a rule, active = well fitted curve in the direction sought with a large enough effect; inconclusive = small, poorly fitted or top-dose-only effect, or another doubt; inactive = no such curve, though single readings can be large; an effect the other way counts as inactive or inconclusive.

SMILES	Nrf2 activator	ATXN viability	IL2 activator	TGFb inhibitor	Nrf2 block	HepG2 tox	ATXN2 expr inh	EPAC2 ag	A549 tox
CCC(C)C1/C=C\CC(NC(=O)OCC2c3ccccc3-c3ccccc32)CC(=O)N1Cc1ccccc1 (stereo not drawn)	7.0%	i	-0.6	?	16.5%	-24.6%	16.2%	-2.1%	1.4%
Cc1cccc(N2CCN(C(=O)c3cn4ccccc4n3)CC2C)c1 (stereo not drawn)	-0.9%	i	-2.0	1.2%	7.3%	-1.7%	-6.3%	4.2%	-3.4%
CCNC(=O)C1(C)CCCN1C(=O)c1cc(C)on1 (stereo not drawn)	-0.8%	i	0.6	1.4%	nt	2.7%	-2.2%	16.4%	nt
CC1=CS/C(=C(/C#N)C(=O)NCc2ccco2)N1c1ccccc1	2.8%	i	1.1	5.6%	-1.7%	14.5%	-7.2%	-6.1%	-4.2%
COc1cc(-c2nc(-c3ccc(NC(=O)c4ccc5c(c4)OCO5)cc3)no2)cc(OC)c1OC	-0.4%	31.6µM*	1.7	?	?	-56.8%	?	7.6%	?
O=C(c1ccco1)N1CCN(Cc2ccc(F)cc2Cl)CC1	0.0%	i	0.4	0.6%	25.9%	3.8%	26.3%	5.1%	-0.4%
Cc1cccc[n+]1C1C(c2ccccc2)C(C#N)=C(C(=C=[N-])C#N)NC1(O)C1CC1 (stereo not drawn)	-0.3%	i	0.1	-5.6%	-22.3%	-13.5%	-14.0%	-10.0%	-14.2%
COc1ccc(OC)c(C(=O)NC(CC(N)=O)c2ccc(NCCN3CCCC3)c([N+](=O)[O-])c2)c1 (stereo not drawn)	-0.8%	i	-2.4	-2.5%	1.1%	7.3%	4.5%	-5.2%	0.3%
COc1ccc(CNC(=O)CCC(=O)Nc2ccc(Cl)cc2)cc1	1.1%	?	1.6	6.5%	4.7%	-2.5%	-7.1%	-0.2%	-2.1%
NNC(=O)COc1cccc2cccnc12	0.3%	i	0.2	-2.5%	3.1%	0.2%	-6.4%	4.3%	-3.3%
CCCCC1=NN(C(=O)c2ccco2)C(O)(C(F)(F)F)C1 (stereo not drawn)	0.2%	i	-3.2	-5.4%	?	-27.8%	-9.9%	-5.8%	1.6%
O=C(NNC(=O)c1csc(-c2cccs2)n1)c1ccc(Cl)cc1	7.7%	nt	-0.1	?	nt	-10.7%	-27.0%	11.0%	nt
CCN1CCN(S(=O)(=O)CC2(C)C3CCC2(C)C(=O)C3Br)CC1 (stereo not drawn)	0.8%	i	1.4	25.9%	13.2%	-1.8%	-7.2%	-4.0%	0.1%
Cc1cccc(NC(=O)CSc2nnc(-c3ccncc3)n2C)c1	-0.1%	i	0.5	17.6%	?	-1.7%	1.2%	8.4%	nt
CCOC(=O)c1cnc(N)nc1C(F)(F)F	-0.7%	i	-2.1	-11.1%	-9.0%	-4.3%	-12.3%	-5.4%	0.0%
CCN(CC)CCNC(=O)C(=O)Nc1cc2c3c(c1)CCN3C(=O)CC2	5.4%	i	-0.7	2.2%	-9.6%	-0.4%	nt	4.6%	3.8%
CCCOc1ccc(N2C(=O)CC(N(CCc3ccc(S(N)(=O)=O)cc3)C(C)=O)C2=O)cc1 (stereo not drawn)	-0.3%	i	-1.6	-28.2%	-1.4%	6.7%	9.1%	8.7%	11.2%
Cc1noc(C)c1COc1cccc(C(=O)Nc2ccc(OCc3ccccc3)cc2)c1	2.4%	i	-0.7	-2.3%	-29.6%	-17.8%	-0.4%	9.8%	-12.9%
COc1ccc(CSc2nnc(CNS(C)(=O)=O)o2)cc1	-0.7%	i	2.3	3.8%	20.4%	2.1%	0.0%	9.8%	0.5%
Cc1nnc(N2CCCC(C(=O)Nc3cccc(C(F)(F)F)c3)C2)c2nn(-c3ccccc3)c(C)c12 (stereo not drawn)	-0.8%	15.8µM*	nt	?	nt	-82.7%	-20.4%	nt	?
N#Cc1c(NC(=O)c2ccc(Br)o2)n(-c2ccccc2)c2nc3ccccc3nc12	2.9%	i	-3.2	-3.7%	?	-14.8%	-6.3%	26.6%	-12.2%
O=C(Cc1cccs1)Nc1ccc(-c2nnc(-c3ccco3)o2)cc1	0.2%	i	-0.6	4.4%	28.8%	5.5%	-0.8%	-10.3%	0.6%
O=C(COC(=O)c1ccco1)Nc1ccc(N2CCOCC2)cc1	-0.6%	i	-0.5	-16.1%	16.2%	1.1%	-4.3%	6.9%	11.8%
Cn1cccc1C(=O)OCC(=O)NCc1ccc2c(c1)OCO2	3.9%	?	-0.2	-5.6%	?	-16.5%	nt	5.0%	7.2%
COc1ccc(C)cc1NS(=O)(=O)c1ccc2c(c1)N(C(C)=O)CCO2	-0.8%	i	-1.8	0.6%	-1.1%	2.4%	-1.0%	-1.0%	15.1%
CCc1ccc(NC(=O)C2CCN(S(=O)(=O)c3ccc4c(c3)CC(C)N4C(C)=O)CC2)cc1 (stereo not drawn)	2.3%	?	-3.4	?	16.4µM*	-16.6%	12.6µM*	5.8%	-1.3%
CCN(CC)C(=O)C1=C(C)N(Cc2ccccc2)C(=O)C(CC(=O)NC2CC2)C1 (stereo not drawn)	-0.3%	i	0.5	-6.8%	nt	-3.0%	-4.0%	15.2%	nt
O=C(/C=C/c1ccc2c(c1)OCO2)NCCSCc1ccc(Cl)cc1Cl	0.3%	i	-1.2	-26.4%	-25.6%	25.5%	-12.9%	6.8%	-7.0%
Cc1cc(NC(=O)CC23CC4CC(C2)CC(CC(=O)Nc2cc(C)on2)(C4)C3)no1	0.2%	i	-0.5	13.6%	-1.1%	-13.5%	-9.2%	-12.3%	-0.5%
Cc1nn(Cc2c(F)c(F)c(F)c(F)c2F)c(C)c1NC(=O)c1nn(C)cc1[N+](=O)[O-]	0.0%	i	-2.2	-26.5%	?	-21.1%	-1.3%	4.6%	-14.0%
Cc1ccc(NC(=O)COC(=O)c2ccc(-n3cnnn3)cc2)c(Br)c1	0.0%	i	0.0	8.8%	-4.2%	-23.5%	-2.2%	-0.7%	-0.2%
COc1ccccc1NC(=O)CCSc1nnnn1C	0.5%	i	1.0	-3.9%	0.1%	11.5%	2.3%	6.8%	-1.2%
CCN(CC(=O)Nc1ccc(OC)cc1)C(=O)c1ccc(NS(=O)(=O)c2ccc(C(C)=O)cc2)cc1	-0.4%	i	0.2	-3.5%	3.9%	7.1%	4.1%	14.1%	0.4%
CCOC(=O)c1ccc(S(=O)(=O)N2CCN(CC(O)COc3ccc(C#N)cc3)CC2)cc1 (stereo not drawn)	-0.1%	i	0.4	-15.3%	?	-1.8%	-5.3%	9.7%	7.3%
COc1ccc(CCNC(=O)C(=O)NCc2ccccc2)cc1OC	0.8%	?	2.8	-18.7%	-4.5%	-12.7%	-18.9%	1.0%	-18.8%
Cc1ccc(NCCNc2ccc(C)cc2)cc1	3.0%	i	-2.2	8.3%	15.7%	-16.4%	1.4%	11.8%	12.7%
N#Cc1ccccc1OCC(=O)NC1CCCCCC1	6.2%	i	-3.1	-7.3%	nt	-18.4%	nt	-4.3%	nt
CC1(C)Cc2c(cnn2-c2ccccc2)C(NC(=O)CCCN2CCCC2=O)C1 (stereo not drawn)	-0.6%	i	0.5	12.4%	4.8%	1.9%	-3.0%	-7.0%	-1.9%
CCCn1c(C2CCCN2c2nc(-c3ccc(C)cc3)cs2)nc2ccccc21 (stereo not drawn)	-2.1%	?	-0.4	-23.4%	-6.9%	-25.8%	-14.3%	-5.4%	1.7%
CC(=O)NC1CC2CCCC(C1)N2CC(=O)Nc1ccccc1 (stereo not drawn)	-0.2%	i	1.0	2.4%	-5.7%	6.0%	5.3%	6.7%	2.6%
CCCC(=O)c1cc(F)c(N2CCN(C(=O)OCC)CC2)cc1C	-0.7%	i	0.3	4.2%	3.5%	-4.1%	-12.1%	5.8%	-1.0%
N#Cc1ccc(N2CCCC2C(=O)O)c([N+](=O)[O-])c1 (stereo not drawn)	0.1%	i	1.3	?	2.7%	-10.7%	-6.1%	4.2%	12.6%
O=C(NC1CCCCC1)C1CCCN(S(=O)(=O)c2cccc3cccnc23)C1 (stereo not drawn)	-0.9%	i	-0.8	?	-2.3%	-6.7%	nt	1.8%	3.4%
CCOc1ccc(S(=O)(=O)N(CC(=O)O)c2ccccc2)cc1	0.1%	i	1.7	-20.9%	7.2%	-2.7%	-1.2%	4.9%	-2.8%
Cc1cc(N2CCN(c3ccc(F)cc3)CC2)nc2cc(O)ccc12	8.4%	i	-1.3	0.9%	17.9%	-28.4%	1.3%	-4.1%	6.8%
O=C(NCCCNC(=O)NC1CCCCC1)NC1CCCCC1	0.0%	i	2.9	21.8%	nt	4.4%	-2.3%	0.0%	-2.2%
CCOC(=O)C(C(=O)OCC)C(C)(C)/C(C)=N\Nc1ccc([N+](=O)[O-])cc1[N+](=O)[O-]	7.4%	i	-1.0	-37.8%	?	-26.8%	-3.1%	4.1%	?
COc1ccccc1CNc1nc(C)c(C(C)=O)s1	4.8%	i	-0.9	0.8%	?	-1.8%	8.6%	-6.8%	-3.5%
